HSF-1 act: increases HSF-1 driven luciferase reporter signal; 300,000 tested, 1.7% active; activation, % at 9 µM; NIH3T3-HGL HSF-1 luciferase reporter, MG132, 8 h; 100% = twice DMSO control signal;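 active = mean replicate activation of at least 50% with a set share of replicates each reaching 50%; inconclusive = only one of those two conditions met; inactive = mean below 50% and too few replicates reaching it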;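 also: 0% = median of the neutral control wells and 100% = twice that signal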
SKKanGAS inh: inhibitors of SKKanGAS S. pyogenes growth in kanamycin (SK-promoter or general growth effect); 300,000 tested, 1.3% active; BacTiter-Glo, 6 h; inhibition, % at 7.5 µM;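 active = mean replicate score, as percent of positive control median, at least 50; inconclusive = mean below 50 but one replicate at or above 50; inactive = mean and every replicate below 50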;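 also: strain carries kanamycin resistance gene driven by streptokinase promoter and grows in 40 µg/ml kanamycin; loss of luminescence reflects streptokinase promoter inhibition or plain growth inhibition; 0% = median of DMSO wells and 100% = positive control at its reference dose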
aSyn 5UTR inh: MLPCN primary screen, SNCA 5' untranslated region | 300,000 tested, 0.82% active | alpha-synuclein 5'UTR reporter, inhibitor activity | AID 1813 | inhibition, % (tested at 7.5 µM); in the data active = inhibition above about 60%; inconclusive = no clear call, values can overlap the other calls;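 also: H4 neuroglioblastoma cells stably carrying SNCA 5'UTR luciferase fusion; 0% = DMSO wells and 100% = positive control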
HSP90 inh: HSP90 refolding inhibition in rabbit reticulocyte lysate | luciferase refolding luminescence, 3 h | inhibition, % at 5.6 µM | 290,000 tested, 0.91% active | AID 1789;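 active = inhibition above the screen-wide mean plus 3 SD, computed separately per campaign, cut at about 16% in these data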;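 also: 0% = DMSO wells and 100% = 60 µM geldanamycin wells; inhibitors lower the luminescence because luciferase stays unfolded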
KLF5 inh: inhibitors of KLF5 expression; DLD-1 KLF5 promoter-luciferase reporter, luminescence; 290,000 tested, 0.23% active; inhibition, % at 5 µM;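 active = inhibition above a per-plate limit of that plate's mean compound inhibition plus 3 SD, cut at about 60% in these data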;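 also: 0% = DMSO wells and 100% = LY294002 at 200 µM; higher means less KLF5 promoter-driven luciferase light; inactives centre near -14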
AI-2 QS mod: Vibrio harveyi AI-2 quorum sensing modulation; Vibrio harveyi JMH597 AI-2 luminescence/OD600 ratio, 9 h; active compounds read low; strain lacks LuxN and CqsS sensors; 0 = neutral-control median; AID 2094; activity change, % at 7.5 µM; 300,000 tested, 0.4% active; in the data active = activity change below about -75%, passing the limit was not always enough; inconclusive = no clear call, values can overlap the other calls;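 also: luminescence divided by OD600 gain over 9 h not by final OD600 alone; inactives centre near 13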
Platelet DG rel: modulates dense granule release in human platelets; human platelet-rich plasma, SFLLRN dense granule ATP release, luminescence; inhibition, %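 (compounds screened at 7.5 µM in platelet-rich plasma)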; 300,000 tested, 0.22% active; AID 1663;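 active = mean replicate score, as percent of positive control, at or above 50; inconclusive = mean below 50 but at least one replicate at or above 50; inactive = mean and every replicate below 50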
HIF activator: HIF pathway transcriptional activation. 300,000 tested, 0.32% active. U2OS HRE-luciferase reporter, luminescence; normalized: DMSO 0%, desferrioxamine 100%. AID 1910. activation, % at 7.5 µM (by protocol);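 active = mean activation of at least 10% of the iron chelator positive control signal, with at least half of replicates also reaching 10%; inconclusive = mean and replicate majority disagree about reaching 10%; inactive = mean and most replicates under 10%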
HSF1 inh: HSF1 inhibition | NIH3T3-HGL HSE-luciferase, MG132-induced, luminescence 8 h; active compounds read low | activity change, negative = inhibition, % at 7.5 µM (by protocol) | 300,000 tested, 0.77% active | AID 2098;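 active = more than half of replicate wells show activity change below -50%, luminescence cut by over half; inconclusive = some wells, but at most half, below -50%; inactive = no replicate well below -50%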;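 also: luciferase reports HSF-1 transcriptional activity via heat shock element; 0% = median of DMSO wells and -100% = zero luminescence signal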
IEC-6 tox: kills IEC-6 intestinal cells in KLF5 counter-screen; IEC-6 cytotoxicity, luminescence viability; inhibition, % at 5 µM; 290,000 tested, 0.78% active; in the data active = inhibition above about 22%;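 also: 0% = plate median of test compound wells and 100% = cytotoxic reference compound wells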
* marks the source's active call; other numbers are inactive results; ? = inconclusive; . = not tested or not shown.

SMILES	HSF-1 act	SKKanGAS inh	aSyn 5UTR inh	HSP90 inh	KLF5 inh	AI-2 QS mod	Platelet DG rel	HIF activator	HSF1 inh	IEC-6 tox
COc1ccc(-c2[nH]nc3c2C(c2ccoc2)C(C#N)=C(N)O3)cc1 (stereo unspecified)	18	-3	-20	6	-39	5	-16	0.0	14	1
C=CCn1cnc2c(nnn2-c2ccc(C)c(Cl)c2)c1=O	-4	4	10	2	-9	20	2	0.4	5	0
CN(C)c1ccc(C(=O)NCCCSc2ccccc2)cc1	21	23	-13	-3	-21	9	-7	0.1	9	2
O=C1NCCCN1Cc1ccc(Cl)cc1	-1	1	4	2	-22	11	2	-0.4	0	3
COc1ccc(/C=N\Nc2ccc([N+](=O)[O-])cc2[N+](=O)[O-])c(C(=O)O)c1OC	18	6	-4	-2	-8	22	6	0.6	-2	-1
COC(=O)CCn1nnc(-c2ccc(C)cc2)n1	-25	1	29	-2	0	13	5	0.4	-5	-1
CC1CCCN(c2ccc(C(=O)NCc3ccc4c(c3)OCO4)cc2[N+](=O)[O-])C1 (stereo unspecified)	9	7	37	0	-18	17	17	0.6	4	2
COc1cc(/C=C/C(=O)OCC(=O)NC2CCS(=O)(=O)C2)ccc1O (stereo unspecified)	2	-6	-18	2	13	18	5	0.0	-1	5
CC1CCc2c(sc3nc4n(c(=O)c23)CCS4)C1 (stereo unspecified)	21	-1	-72	-1	-38	11	-6	3.4	5	-8
O=C(O)Cn1c(=O)n(Cc2ccccc2)c2ccccc21	10	3	13	-1	-55	-3	0	-12	0	1
CCCCc1nnc(NC(=O)c2nc3nccc(C)n3n2)s1	-5	4	-19	4	-12	18	9	-1.0	-5	3
CCCOc1cccc(C(=O)N/N=C/c2ccoc2)c1	7	-1	-16	0	-43	16	-6	-0.1	-6	-5
COc1ccccc1-n1c(CNC(=O)c2ccco2)nnc1SCC(=O)Nc1ccc(F)cc1	-5	0	3	0	9	21	0	0.2	-2	3
Cc1cc(C)c(NC(=O)COC(=O)C2=COCCO2)c(Cl)c1	-1	-1	-2	.	.	34	-21	-0.5	1	.
Cc1ccc(NC(=O)c2ccc([N+](=O)[O-])cc2)cc1S(=O)(=O)N(C)C	19	4	-55	-1	-64	19	3	1.0	6	-2
O=C(C/C=N/OCc1c(Cl)cccc1Cl)c1ccc(Cl)cc1	25	19	9	-2	-7	7	0	-0.2	2	-6
COc1ccc(/C=C/c2c([N+](=O)[O-])c(=O)n(C)c(=O)n2C)cc1OC	.	-12	-9	1	-16	17	-1	-0.3	.	0
CN(C)CCNC(=O)C1CCCNC1=O (stereo unspecified)	3	-5	-14	-3	-27	-2	-11	0.0	-12	-6
COc1ccc(-c2cc(C)no2)cc1S(=O)(=O)NCCc1ccco1	-2	0	23	-5	-6	30	4	-0.2	1	2
CC(C)OCC(O)CS(=O)Cc1ccccc1 (stereo unspecified)	7	1	11	0	-19	19	0	-0.7	-4	-4
COc1ccc(-c2cc3nc(C4CCN(C(=O)OC(C)(C)C)CC4)c(C(=O)O)cn3n2)cc1	5	27	35	-4	-11	15	-4	-0.5	-1	-5
CC(C)(C)OC(=O)COc1cc(O)c2c(=O)cc(-c3ccccc3)oc2c1	-58	-7	-49	-1	-17	11	2	0.3	-47	-2
COc1nnc(-c2ccc(N3CCCCC3)c(N)c2)c2ccccc12	15	8	-46	6	-9	13	-4	1.4	0	6
Cc1ccc(C(=O)N2CCN(c3ccc(Cl)cc3)CC2)cc1	7	3	31	-1	-51	4	0	-0.2	-1	-3
COC(=O)c1ccc(/C=N/n2cnnc2)cc1	3	-4	17	0	-3	13	7	-0.3	-8	-5
Cn1cccc1C1C(C#N)=C(N)OC2=C1C(=O)CCC2 (stereo unspecified)	-10	-5	-23	2	-29	-15	-11	-0.6	3	-5
CC(C)CC(/C(O)=C(\C#N)c1nc2ccccc2[nH]1)N1C(=O)c2ccccc2C1=O (stereo unspecified)	75*	26	65*	10	13	56	-2	-1.0	34	2
CC12CCC(=O)N1C(C(=O)Nc1cccc(S(=O)(=O)N3CCCCC3)c1)CS2 (stereo unspecified)	-3	1	-1	.	.	18	12	0.4	3	.
COc1ccc(CCN(Cc2ccccn2)C(=S)Nc2cccc(SC)c2)cc1OC	-3	-5	-15	-2	1	-8	10	-0.1	-4	2
O=C(COC(=O)CCc1ccccc1)Nc1ccc(F)cc1Cl	4	-2	-1	-1	-3	18	3	-19	-8	3
CN(C)/C=C(/C(=O)c1ccc(Cl)cc1)S(=O)(=O)c1ccc(Cl)cc1	19	1	9	-1	-20	-64	-6	-0.4	2	-2
Cc1ccccc1Oc1ncnc2oc(-c3ccccc3)cc12	14	-5	-23	-2	-5	-6	-12	-0.1	3	7
CCc1ccc(CN(C)CC(=O)Nc2ccc3c(c2)CCC3)cc1	0	-6	-2	4	-24	9	0	-0.1	5	-3
COc1ccc(-c2n(Cc3ccccc3)c3ccccc3[n+]2Cc2ccccc2)cc1	-9	-6	55	-4	9	25	21	0.2	-1	11
O=C(CCSCc1ccccc1)Nc1ccc2c(c1)OCCO2	37	22	-33	1	-27	11	1	0.4	13	8
Cc1nccn1CC(=O)N/N=C/c1ccccc1O	43	-1	-2	4	11	14	9	2.2	14	5
COc1ccc(CCN2C(=O)C3C4CC(C5C(C(=O)O)=NOC45)C3C2=O)cc1OC (stereo unspecified)	-2	-2	12	-3	-27	16	1	-0.2	-11	2
CCCCC(=O)OCCNC(=O)c1cc2ccccc2oc1=O	18	-2	-11	-6	-23	-5	5	-0.9	-5	-5
O=C(Nc1cccc(Cl)c1)OC1CCCCc2cccnc21 (stereo unspecified)	4	12	2	-2	-30	.	-11	-0.1	-4	-12
CCCCCn1c(SCC(=O)CC(=O)OCC)nc2cc(C(=O)N3CCC(C(N)=O)CC3)ccc2c1=O	-32	5	-19	-2	5	.	7	-0.4	?	-5
CCCN1CCC(=NNc2ccc(S(=O)(=O)N3CCOCC3)cc2[N+](=O)[O-])CC1	-10	3	64*	4	-24	24	16	-0.5	3	-1
CCCc1nnc2c(N(C)S(=O)(=O)c3ccccc3)nc3ccccc3n12	32	1	19	0	-30	26	0	-0.1	-1	6
Cc1ccc(S(=O)(=O)c2cc3c(=O)n4ccccc4nc3n(CCCN3CCOCC3)c2=N)cc1C	9	3	20	3	0	16	11	-0.1	1	2
N#Cc1cnc(SCC(=O)N2CCCC2)nc1N	8	6	29	-3	-37	17	-1	0.2	-7	-1
CCN1CCSc2ccc(C(=O)NCc3ccccc3C)cc21	5	-2	17	-3	-7	33	?	0.3	-4	12
CC(=O)NCC1CCCN(C(=O)c2oc3c(F)cccc3c2C)C1 (stereo unspecified)	29	-1	3	-2	-40	-2	9	-0.2	15	-1
COc1cc(NC(=O)c2ccc(CNc3c(N4CCCC4)c(=O)c3=O)cc2)cc(OC)c1OC	0	-2	10	1	-35	8	-4	0.1	0	6
COc1cc(-c2nc3ccc4ccccc4c3c3c2CCC3)ccc1O	11	29	-8	-6	-1	5	-6	0.5	1	-3
CCOC(=O)C1(Cc2ccccc2C(F)(F)F)CCN(C2CCN(C(C)=O)CC2)CC1	2	-6	-17	-5	6	18	7	-0.2	0	-2
CC(C)CCN1CC(C(=O)N2CCN(c3ccc(F)cc3)CC2)CC1=O (stereo unspecified)	13	4	-11	2	-5	15	2	-0.7	1	-5
CC1CCCCN1C(=O)COC(=O)C1CCN(S(=O)(=O)c2ccc(Cl)c(C(F)(F)F)c2)CC1 (stereo unspecified)	29	-2	-1	.	.	7	-7	0.7	5	.
CCC(NC(=O)c1ccccc1NC(=O)c1ccc(C)cc1)C(=O)O (stereo unspecified)	10	-4	-19	1	-16	24	10	0.6	-3	3
Clc1ccc(-c2csc(N3CCSCC3)n2)cc1	6	-4	-55	1	-25	0	-1	1.0	10	-5
COc1cccc2c1OCC(CN1CCN(C3CCCCC3)C(CCO)C1)=C2 (stereo unspecified)	5	-6	26	4	-4	11	5	-1.1	-3	-2
CCN(CC)C(=O)c1nn(Cc2ccccc2)c(=O)c2ccccc12	11	0	15	-5	-4	11	-7	0.3	4	-4
C[C@@H](C(=O)Nc1ccc2ccccc2c1)[C@H]1C[C@]1(C)[C@H](NC(=O)OCc1ccccc1)c1ccccc1	13	30	4	3	-23	-7	0	1.7	-14	-5
O=C(/C=C/c1ccco1)NCC(=O)N/N=C/c1ccccc1[N+](=O)[O-]	1	-18	-10	3	0	12	0	0.0	8	-2
COc1cc(OC)c(NC(=O)CC(=O)Nc2cc(Cl)c(OC)cc2OC)cc1Cl	-5	26	12	-2	-15	22	-9	-5.3	2	-5
O=C1CSC(c2cccs2)N1c1ccccc1 (stereo unspecified)	-4	-2	7	-2	4	25	5	-0.3	-6	-6
O=C(CSc1nnc(CNc2ccccc2)o1)c1ccc2c(c1)OCCO2	27	-3	14	-3	-15	39	11	0.6	-1	-5
Remaining list, next part:
SMILES	HSF-1 act	SKKanGAS inh	aSyn 5UTR inh	HSP90 inh	KLF5 inh	AI-2 QS mod	Platelet DG rel	HIF activator	HSF1 inh	IEC-6 tox
O=C1C2C3C=CC(C3)C2C(=O)N1c1n[nH]c(-c2cccnc2)n1 (stereo unspecified)	10	-5	12	1	-11	15	1	0.0	-2	-3
COc1cccc(-n2cc3c(c2-c2ccccc2)c(=O)n(C)c(=O)n3C)c1	0	5	6	-4	-2	19	-5	0.2	-2	0
O=C(CCN1CCCCO1)N1CCCC(Nc2ccc(F)cc2)C1 (stereo unspecified)	-5	-5	-9	-4	-8	29	8	0.3	-5	0
Nc1nonc1-c1nc2ccccc2n1CC(=O)N/N=C/c1ccc(-c2ccccc2C(=O)O)o1	17	10	10	4	5	23	5	0.1	-2	1
Cc1cc(Nc2ccc(C(=O)O)cc2)n2nc(C)nc2n1	13	-14	-16	1	-60	24	2	-0.1	2	-5
CCOC(=O)CNC(=O)C1(/C=C/c2ccccc2)CC(=O)N1c1ccc(C)cc1 (stereo unspecified)	23	-2	10	2	-22	-10	-3	-1.0	14	-1
Cc1ccccc1N1CC(C(=O)NC2CCCC2)CC1=O (stereo unspecified)	9	-11	12	1	4	7	-6	0.1	-6	0
O=C(Nc1ccccc1F)c1cc(S(=O)(=O)N2CCCCC2)cs1	1	9	1	-1	-20	0	5	0.0	0	0

Not a retest: 4 of the compounds above.
SMILES	HSF-1 act	SKKanGAS inh	aSyn 5UTR inh	HSP90 inh	KLF5 inh	AI-2 QS mod	Platelet DG rel	HIF activator	HSF1 inh	IEC-6 tox
COc1ccc(-c2[nH]nc3c2C(c2ccoc2)C(C#N)=C(N)O3)cc1 (stereo unspecified)	18	-3	-20	6	-39	5	-16	0.0	14	1
C=CCn1cnc2c(nnn2-c2ccc(C)c(Cl)c2)c1=O	-4	4	10	2	-9	20	2	0.4	5	0
CN(C)c1ccc(C(=O)NCCCSc2ccccc2)cc1	21	23	-13	-3	-21	9	-7	0.1	9	2
O=C1NCCCN1Cc1ccc(Cl)cc1	-1	1	4	2	-22	11	2	-0.4	0	3

Screening results deposited in PubChem BioAssay by several laboratories.
